# Screens (PubChem BioAssay)
# TAAR1 ag: agonists of human TAAR1 | Q96RJ0 | CHO RD-HGA16 TAAR1, Fluo-8 calcium fluorescence; vehicle wells 0%, saturating PEA agonist 100% | activation, % at 3 µM | 360,000 compounds, 0.99% hits;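 active means activation above the mean activation of all test compounds in the run plus 3 SD, cut at about 38% in these data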
# Target sequence (Q96RJ0 whole entry, looked up): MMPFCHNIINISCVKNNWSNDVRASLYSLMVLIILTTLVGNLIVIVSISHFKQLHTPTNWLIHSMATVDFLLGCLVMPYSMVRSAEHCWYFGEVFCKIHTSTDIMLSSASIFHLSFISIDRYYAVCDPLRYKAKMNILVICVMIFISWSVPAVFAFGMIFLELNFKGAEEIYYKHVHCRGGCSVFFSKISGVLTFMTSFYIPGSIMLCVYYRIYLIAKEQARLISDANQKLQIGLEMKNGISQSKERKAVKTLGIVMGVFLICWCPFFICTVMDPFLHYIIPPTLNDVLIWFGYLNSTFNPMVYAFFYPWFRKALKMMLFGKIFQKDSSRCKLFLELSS
#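 Test system: RD-HGA16 (CHO) cells co-expressing Gα16 and hTAAR1 / Benchmarks: DMSO vehicle as 0%, PEA at EC100 as 100% / Repeats: no replicates (n 1) / Measure: % activation from peak over basal fluorescence ratio, DMSO-to-PEA scaled / Timing: 17-24 h plating, Fluo-8 75 min 37 °C, 30 min RT / Technique: kinetic Fluo-8 calcium fluorescence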
# TAAR1 antag: human TAAR1 antagonism. inhibition, % at 3 µM. CHO RD-HGA16 TAAR1, Fluo-8 calcium fluorescence, antagonist. AID 624466. Q96RJ0. 360,000 compounds, 1.5% hits;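 active means inhibition above a per-plate cutoff, the mean inhibition of test compounds on that plate plus 3 SD, cut at about 49% in these data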;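 further: 0% = DMSO plus EC80 beta-PEA response and 100% = DMSO alone without agonist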
#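 System: RD-HGA16 CHO cells with stable hTAAR1 and Gα16 | Probe or stimulus: EC80 β-phenethylamine stimulus | Dosing: 3 µM, single point | Times: Dye loading 75 min at 37 °C, then 30 min room temperature | Measured by: Fluo-8 calcium-sensitive fluorescence | Read-out basis: % inhibition of agonist calcium response | Replicates: n of 1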
# An asterisk follows results filed as active.
SMILES,TAAR1 ag,TAAR1 antag
FC(F)(F)c1ccc(Cl)c(CN2CCN(c3ncc(Cc4ccccc4)cn3)CC2)c1,-0.6,-29.0
N#CC(C(=O)OC1CCCCC1)c1nc2ccccc2nc1N1CCCCC1 (stereo not drawn),12.0,-5.4
COC(=O)[C@]12CCCCC=C1N(Cc1ccc3c(c1)OCO3)C(=O)[C@H](CC(=O)NCc1ccc(C)o1)C2,2.9,6.6
O=C(Cn1nnc(N2CCCCC2)n1)NN=Cc1ccccc1O,48.8*,-12.4
O=S1(=O)c2cc(Cl)ccc2N2CC[C@H](C2)N1Cc1ccc(Cl)c(Cl)c1,2.0,1.6
O=[N+]([O-])c1ccc(COc2ccccc2CO)cc1,-0.7,-9.9
O=S(=O)(c1cccs1)N1CCCc2nc(-c3ccc(F)cc3)ccc21,-0.6,53.3*
Nc1ncnc2c1ncn2[C@@H]1O[C@H](C(=O)N[C@@H](CCc2ccccc2)C(=O)N2CCN(C(=O)N3CCCCC3)CC2)[C@@H](O)[C@H]1O,1.2,-28.5
C[C@H]1CN(c2ccc(N3CCNC[C@@H]3C)cc2C#N)CCN1Cc1ccccc1,10.7,-11.2
Cc1cc(C)c2cc(C#N)c(NCCNC(=O)c3cccnc3)nc2c1,-1.9,-24.1

# Part of the list above, as labelled records.
> Cc1cc(C)c2cc(C#N)c(NCCNC(=O)c3cccnc3)nc2c1
  TAAR1 ag: -1.9 | TAAR1 antag: -24.1

> O=C(Cn1nnc(N2CCCCC2)n1)NN=Cc1ccccc1O
  TAAR1 ag: 48.8* | TAAR1 antag: -12.4

> O=S1(=O)c2cc(Cl)ccc2N2CC[C@H](C2)N1Cc1ccc(Cl)c(Cl)c1
  TAAR1 ag: 2.0 | TAAR1 antag: 1.6

> N#CC(C(=O)OC1CCCCC1)c1nc2ccccc2nc1N1CCCCC1 (stereo not drawn)
  TAAR1 ag: 12.0 | TAAR1 antag: -5.4

# (more compounds)
SMILES,TAAR1 ag,TAAR1 antag
O=C(OCC(=O)c1ccc[nH]1)c1ccc(S(=O)(=O)N2CCCCC2)cc1,3.6,18.1
CCCCCNC(=O)C(C1CC1)n1c(=O)c(-c2cc3ccccc3[nH]2)nc2ccccc21 (stereo not drawn),0.4,-7.1
CCc1c(-c2cccc(Br)c2)ncn1Cc1cccc(-c2ccccc2)c1,2.2,-0.1
CCOC(=O)[C@@H](C)N1[C@@H](C)[C@H](c2ccccc2)Oc2ccc(Cl)cc2S1(=O)=O,0.4,-42.4
Cc1ccc2nc(-c3ccc(Cl)cc3)c(Cc3ccsc3)n2c1,-1.4,-5.8
O=C(NCc1ccccc1)C1C(=O)Nc2ccccc2C(=O)N1c1ccc2c(c1)OCCO2 (stereo not drawn),1.5,-10.4
CC(=O)c1ccc(-c2ccccc2C2=CC(=O)CC(C)(C)C2=O)cc1,-0.8,-3.0
Cc1cccc(NC(=O)CNC(=O)[C@H](CCc2ccccc2)NC(=O)[C@H]2O[C@@H](n3cnc4c(N)ncnc43)[C@H](O)[C@@H]2O)c1C,6.0,-26.9
CCCCCCCCN1C(=O)[C@@H](CC(=O)NCCCC)C[C@@]2(C(=O)OC)C1=C[C@H](C(C)(C)C)O[C@@H]2C,-1.9,-28.5
CCCCCCCCN1C(=O)[C@H](CC(=O)NCc2ccccc2)C[C@@]2(C(=O)OCC)CCC=C12,-2.1,-11.8
CO[C@@H]1[C@H](O)CC[C@]2(O)CN(c3ccccc3)[C@](C)([C@H](O)CC=C(C)C)[C@@H]12,5.7,-29.4
COC(=O)C[C@@H]1C=C[C@@H](NC(=O)CN(C)C)[C@@H](CO)O1,-0.1,-2.1
COC(=O)C1=CN(c2ccc(N3CCOCC3)cc2)C(N)=C(C#N)C1c1cccc(F)c1 (stereo not drawn),0.3,-1.8
Nc1nc2c(ncn2[C@@H]2O[C@H](C(=O)NC3CCCCC3)[C@@H](O)[C@H]2O)c(=O)[nH]1,2.6,-11.9
CCOC(=O)C1=C(C(=O)OCC)C2N(Cc3ccc(C#N)cc3)c3ccccc3[C@@]23C[C@@H](C(=O)OC)N(S(=O)(=O)c2cccs2)C3=N1 (stereo partly drawn),0.9,-13.5
C[C@@H](NS(=O)(=O)c1c(F)cccc1F)c1ccccc1,1.1,-21.4
COc1ccc(NC(=O)C(c2ccncc2)n2c(=O)c(-c3ccccc3)nc3ccccc32)cc1 (stereo not drawn),-0.3,-10.1
Cc1ccc(S(=O)(=O)N(C)c2ccc(OCC(=O)Nc3cc(C(=O)O)ccc3Cl)cc2)cc1,9.3,13.2
O=C(C(=O)N1CCC(CNS(=O)(=O)c2ccccc2OC(F)(F)F)CC1)c1cc2ccccc2o1,2.3,10.3
COC(=O)C1=C(C)N(Cc2ccccc2C(F)(F)F)C(=NCc2ccc(OC)cc2)NC1c1cccc(Cl)c1 (stereo not drawn),10.9,-1.8

# An excerpt from above in order of their number in TAAR1 ag, largest number first.
SMILES,TAAR1 ag,TAAR1 antag
COC(=O)C1=C(C)N(Cc2ccccc2C(F)(F)F)C(=NCc2ccc(OC)cc2)NC1c1cccc(Cl)c1 (stereo not drawn),10.9,-1.8
Cc1ccc(S(=O)(=O)N(C)c2ccc(OCC(=O)Nc3cc(C(=O)O)ccc3Cl)cc2)cc1,9.3,13.2
CO[C@@H]1[C@H](O)CC[C@]2(O)CN(c3ccccc3)[C@](C)([C@H](O)CC=C(C)C)[C@@H]12,5.7,-29.4
COC(=O)C[C@@H]1C=C[C@@H](NC(=O)CN(C)C)[C@@H](CO)O1,-0.1,-2.1
COc1ccc(NC(=O)C(c2ccncc2)n2c(=O)c(-c3ccccc3)nc3ccccc32)cc1 (stereo not drawn),-0.3,-10.1

# (continued)
SMILES,TAAR1 ag,TAAR1 antag
Cc1cccc(NC(=O)CNC(=O)[C@@H](Cc2ccccc2)NC(=O)[C@H]2O[C@@H](n3ccc(N)nc3=O)[C@H](O)[C@@H]2O)c1C,4.5,-26.7
CO[C@@H]1CN(C)C(=O)c2cc(NC(=O)Nc3ccc4c(c3)OCO4)ccc2OC[C@@H](C)N(C)C[C@H]1C,1.0,7.6
Cc1ccc(Cl)cc1NC(=O)OCCN(C)C(=O)Nc1cc(Cl)ccc1C,5.6,-14.1
COCCCNC(=O)C[C@@H]1C[C@@]2(C(=O)OC)CCCCC=C2N(Cc2ccc3c(c2)OCO3)C1=O,5.0,13.8
CCCc1ccc(-c2cc(NC(=O)Cc3c(C)[nH]c4ccccc34)ccc2N(C)c2cccnc2)cc1,0.3,-1.2
Cc1cccc(-n2c(SCN3C(=O)c4ccccc4C3=O)nc3ccccc3c2=O)c1,9.3,-18.1
Nc1[nH]c(C(=O)c2ccccc2)c(-c2ccccn2)c1C(=O)c1c[nH]c2ccc(F)cc12,1.9,-12.5
CCC(c1nc2ccccc2[nH]1)n1c(=O)c(-c2ccccc2)nc2ccccc21 (stereo not drawn),0.9,-32.7
Cc1[nH]c2ccccc2c1CC(=O)Nc1ccc(N(C)c2cccnc2)c(-c2ccc(F)c(F)c2)c1,4.1,-2.2
O=C(/C=C(\Nc1cccc(Cl)c1F)c1ccccc1)c1ccccc1,-1.7,19.2
CC(C)OC(=O)CC(=O)CC(O)c1cccc([N+](=O)[O-])c1 (stereo not drawn),-0.3,-1.2
C[C@H](CO)N1C[C@H](C)[C@@H](CN(C)C(=O)Nc2ccc3c(c2)OCO3)OCc2cn(nn2)CCCC1=O,-0.2,5.3
O=C1C=C(OCCF)CC(c2cccc(Cl)c2)O1 (stereo not drawn),0.3,-10.4
Cc1cccc(C)c1NC(=O)C1(C)CSCC(=O)N1Cc1ccco1 (stereo not drawn),0.1,-11.6
C=CC[C@]12C[C@@]3(O[C@H](c4ccc(C(F)(F)F)cc4)N=C3C[C@H](c3ccc(OC)cc3)[C@H]1C)N(C1CCN(Cc3ccccc3)CC1)C2=O,0.4,-52.6
Cc1cccc(C)c1NC(=O)C(c1ccccc1)n1c(=O)c(-c2cc3ccccc3[nH]2)nc2ccccc21 (stereo not drawn),1.3,14.4
COc1cccc(C2NC(=S)N(Cc3ccc(F)cc3)C(C)=C2C(C)=O)c1 (stereo not drawn),4.9,45.7
CCC(C(=O)NCc1ccccc1)n1c(C2CCN(C(C)=O)CC2)nc2ccccc21 (stereo not drawn),-0.1,5.3
O=C1NC(c2ccc3c(c2)OCO3)c2c(-c3ccccc3)n[nH]c21 (stereo not drawn),3.7,-5.9
Cc1cc(Br)c2nc(-c3ccc(F)cc3)c(Cc3cccc(Cl)c3)n2c1,-0.1,-5.5
COc1ccccc1Cc1c(-c2ccc(C)cc2)nc2c3ccccc3ccn12,-0.8,-13.3
c1ccc2c(c1)OCc1nccn1-2,0.5,14.9
CC(=O)Nc1cccc(-c2csc(Nc3ncccn3)n2)c1,5.8,-18.6
COC(=O)[C@H](CC(C)C)NS(=O)(=O)c1c(F)cccc1F,1.3,-8.0
CCOC(=O)N[C@@H](CC(C)C)C(=O)N1CCC[C@H]1C(=O)NCc1ccccc1,0.2,-2.5
COC(=O)C1=C(C)N(C)C(=NCc2ccc(OC)cc2)NC1c1ccccc1 (stereo not drawn),1.2,-10.9
C=C1[C@@H](C)CN[C@@H]1CCO,9.6,-9.2
COC(=O)[C@]12CCCCC=C1N(CCc1ccc(OC)c(OC)c1)C(=O)[C@H](CC(=O)N1CCN(C(=O)C3CC3)CC1)C2,4.7,-10.5
COc1ccc(CNC(=O)C[C@@H]2CC[C@@H](NS(=O)(=O)c3cccc(OC)c3)[C@@H](CO)O2)cc1,0.7,-11.5
CCOc1ccccc1C(=O)N1CCC[C@@H]1C(=O)N1CCC[C@H]1C(=O)NCc1ccccc1,-0.2,-5.7
COC(=O)c1cc2c(c3c4cc(OC)ccc4n(S(=O)(=O)c4ccccc4)c13)C(=O)N(C)C2,0.5,20.9
COC(=O)C1=C(C)N(C)C(=NCc2cc(OC)c(OC)c(OC)c2)NC1c1cccc(Cl)c1 (stereo not drawn),1.0,-9.7
Cc1ccc([C@H]2C[C@]34CN(Cc5ccccc5)S(=O)(=O)[C@H]3C[C@H]2O4)cc1,0.4,1.3
O=C(N[C@H](C(=O)N1CCC[C@H]1C(=O)NCCc1ccccc1Cl)c1ccccc1)c1ccco1,41.0*,-13.1
COc1ccc(CN2C(=O)CSCC2(C)C(=O)NCc2ccccc2)cc1OC (stereo not drawn),1.4,1.8
CCN=C1NC(c2ccc(F)cc2)C(C(=O)OC)=C(C)N1Cc1ccccc1C(F)(F)F (stereo not drawn),14.5,-9.1
COC(=O)C1=C(C)N(Cc2ccc(C(F)(F)F)cc2)C(=NCc2ccccc2)NC1c1ccccc1C(F)(F)F (stereo not drawn),5.4,-9.4
COC(=O)c1cc2c(c3c4cc(C)ccc4n(S(=O)(=O)c4ccc(C)cc4)c13)C(=O)N(Cc1ccc(N(C)C)cc1)C2,-1.7,-4.3
COC(=O)[C@]12C[C@H](CC(=O)NCc3cccc(C(F)(F)F)c3)C(=O)N(CCC3=CCCCC3)C1=C[C@H](C(C)(C)C)O[C@@H]2C,-1.1,-13.8
Nc1ccn([C@@H]2O[C@H](C(=O)N[C@H](Cc3ccccc3)C(=O)N3CCSC3)[C@@H](O)[C@H]2O)c(=O)n1,0.3,-0.2
COC(=O)[C@]12C[C@H](CC(=O)NCc3cccs3)C(=O)N(Cc3ccccc3)C1=C[C@H](C1CCCC1)O[C@@H]2C,-1.3,-16.2
CCCCNC(=O)C[C@H]1C[C@@]2(C(=O)OC)C(=C[C@H](COCc3ccccc3)O[C@@H]2C)N(CCC2=CCCCC2)C1=O,-2.5,-22.3
COC(=O)C1=C(C)N(C)C(=NCc2ccccc2C(F)(F)F)NC1c1ccc(F)cc1 (stereo not drawn),3.5,-10.1
C=CCNC(=S)N(C)[C@H]1C[C@H]2c3[nH]c4c(-c5ccccc5)cccc4c3CCN2C(=O)[C@H]1[C@H](C)O,14.8,37.7
C[C@H]1[C@H](c2ccccc2)Oc2cccc(NCCc3ccccc3)c2S(=O)(=O)N1Cc1ccc(F)cc1,78.9*,2.1
O=C(N[C@H](C(=O)N1CCC[C@H]1C(=O)NCCc1ccccc1Cl)C1CCCCC1)c1ccccc1,64.5*,65.9*
O=C(Nc1cccc(Cl)c1)NN(c1ccccc1)C1CCS(=O)(=O)C1 (stereo not drawn),7.0,17.5
N#Cc1cccc(C(=O)C(=O)N2CCN(c3ccccc3)CC2)c1,-0.3,-11.1
Cc1ccccc1-c1ccc2c(c1)[C@@H]1C[C@H](N(C)C(=O)Nc3ccccc3)[C@H]([C@H](C)O)CN1CC2,0.0,-18.8
COC(=O)[C@]12C[C@H](CC(=O)NCc3ccc(C)o3)C(=O)N(Cc3ccccc3)C1=C[C@H](C1CCCC1)O[C@@H]2C,-2.4,-38.2

# Following part:
SMILES,TAAR1 ag,TAAR1 antag
COC(=O)C1=C(C)N(C)C(=NCc2ccc(OC)cc2)NC1c1ccc(C(F)(F)F)cc1 (stereo not drawn),11.8,5.6
COc1cccc(-c2ncn(CCc3ccccc3OC)c2CC(C)C)c1,10.6,62.1*
CC(=O)C1=CCN(C)CC1,1.4,-8.4
O=S1(=O)N[C@@H](Cc2ccccc2)COc2cc(N3CCCCC3)ccc21,-1.3,1.4
NS(=O)(=O)c1ccc(OCCCN2CCC(C(O)(c3ccccc3)c3ccccc3)CC2)cc1,5.6,-4.1
CCCCc1c(-c2ccccc2OC)ncn1Cc1cccc(C)c1,-0.7,18.2
COc1cc2c(c(OC)c1OC)[C@@]1(c3ccccc3)CCCC[C@H]1[C@@H]2NC(=O)C(F)(F)F,10.5,-42.2

# Only part of the results is shown. The share of hits here may be higher or lower than overall.
